# Giardia killer = Small Molecules that selectively kill Giardia lamblia: qHTS. Giardia lamblia trophozoite viability. activity change, % at 7.66 µM, hits read low. AID 540267, 2011. hit rate 0.15% among 340,000; in the data active = activity change below about -80%; inconclusive = between about -30% and that limit;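 note: parasites exposed to compound for two days anaerobically before the ATP read; % is set by controls: 0 for no effect and ±100 for the full control effect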
#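 Luminescent ATP signal served as the viability read-out, measured 15-30 min after adding ATP detection reagent to trophozoites that had been incubated with compounds for 48 hrs at 37 deg C anaerobically at 100 cells/well.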
# BCR signal inh = qHTS Assay to Find Inhibitors of Chronic Active B-Cell Receptor Signaling. ABC-DLBCL IkBa-CBG/CBR reporter, luminescence ratio, 4 h. hit rate 0.05% among 340,000. Potency, µM (highest dose often 46.1 µM), for the others: at the highest dose ratio change, negative = lower green/red ratio, usual class: inhibitors. AID 493014, 2011; active = well fitted inhibition curve with a large enough effect in the signal ratio, with a control signal flat, not every such curve was filed as active; inconclusive = small, poorly fitted or top-dose-only effect, or effect the other way, or a change in a side signal; the % refers to the signal ratio;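 note: potency is the fitted concentration of half-maximal effect; plate controls were basal doxycycline-induced cells for no effect and cells given 10 µM MG132 for full effect; MG132 reads +100%, hits lower the ratio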
#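 Doxycycline induced both beetle luciferases in TMD8 lymphoma cells; IKK-driven degradation limits the IkappaBalpha-fused green signal, while red luminescence normalises for cell number and nonspecific effects. Compounds tested up to 46 uM, 4 hrs.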
# CXXC DNA block = qHTS Fluorescence Polarization Assay for Inhibitors of MLL CXXC domain - DNA interaction; Histone-lysine N-methyltransferase 2A (Homo sapiens), Q03164; MLL-CXXC / FITC-HOXA9 DNA fluorescence polarization; hit rate 0.037% among 290,000; Potency, µM (top dose mostly 115 µM), inactives show top-dose activity change, negative = inhibition, most hits filed as inhibitors; active = well fitted inhibition curve with a large enough effect in the polarisation, with a control signal flat, not every such curve was filed as active; inconclusive = small, poorly fitted or top-dose-only effect, or effect the other way, or a change in a side signal; inactive = no such curve, though single readings can be large or run the other way; the % refers to the polarisation; note: potency is the fitted concentration of half-maximal effect
#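 Purified MLL-CXXC (added from a 7 uM solution) was preincubated 5 min at ambient with pinned compounds in 50 mM Tris-HCl pH 7.5, 50 mM NaCl, 1 mM DTT, 0.05% BSA. Fluorescein-labeled HOX-A9 DNA (50 nM solution) followed, 30 min, then polarization read.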
# AT treatment = qHTS Assay for Identifying a Potential Treatment of Ataxia-Telangiectasia | hit rate 0.19% among 320,000 | AID 485349, 2010 | Potency, µM (highest dose often 57.5 µM), without a hit: top-dose activation, hits mostly activators | […] A-T fibroblasts, KAP-1 phosphorylation AlphaLISA; neocarzinostatin DNA damage 30 min before lysis; note: potency is the fitted concentration of half-maximal effect; % of control where 0% means no effect; nearly all actives have a fitted effect of over 45% in size
#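 hTERT-immortalized A-T patient fibroblasts ([…]), 500 cells/well in OPTI-MEM, 1% FBS, got compounds for 60 min, then NCS for 30 min at 37C. Lysates were then assayed for phospho-KAP-1 by AlphaLISA (anti-pKAP1 donor, anti-KAP1 acceptor beads), 6 hr at 25C.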
# FBPA coupling cs = qHTS Assay for Inhibitors of Fructose-1,6-bisphosphate Aldolase from Giardia Lamblia: Coupling assay counterscreen; hit rate 0.67% among 290,000; activity change, negative = inhibition, % at 58.2 µM, hits read low; coupling enzyme system counterscreen, AmpLite Red fluorescence; in the data active = activity change below about -30%; note: % is set by controls: 0 for no effect and ±100 for the full control effect
#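 Coupling enzymes only (glyceraldehyde-3-phosphate) + compound, at 57.5 uM final, 10 min RT; add substrate/coupling/AmpLite Red mix, 20 min RT; fluorescence ex 525/em 598 nm. Actives flag coupling-system interference.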
# TCR act = Activators of T cell receptors: qHTS campaign; primary human leukocytes, anti-CD3, IL-2 HTRF, 48 h; Potency, µM (doses to about 9.22 µM), for the others: at the top dose activation of IL-2 secretion, actives largely listed as activators; 330,000 tested, under 10 active; AID 504894, 2011; note: % of control where 0% means no effect
#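 48 hr co-incubation of compounds, a-CD3 beads and primary human leukocytes; IL-2 quantified homogeneously by HTRF with anti-IL-2 K and d2 conjugates.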
# Tb PFK block = qHTS Assay to Find Inhibitors of T. brucei phosphofructokinase. T. brucei PFK, ADP-Glo luminescence. hit rate 0.17% among 330,000. Potency, µM (top dose mostly 57.5 µM), for inactives: top-dose activity, negative = inhibition, hits mostly inhibitors. AID 485367, 2010;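 note: potency is the fitted concentration of half-maximal effect; 0% = uninhibited 1x PFK enzyme wells and -100% = no-enzyme wells; nearly all actives have a fitted effect of over 60% in size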
#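 Compounds were pin-transferred as a titration series up to 57 uM into substrate buffer (0.5 mM F6P, 0.1 mM ATP, pH 8.0), then 1.25 nM PFK was added and reactions ran 45 min before ADP-Glo detection.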
# KCNH2 WT inh = qHTS for Inhibitors of KCHN2 3.1: Wildtype qHTS; AID 720551, 2013; Voltage-gated inwardly rectifying potassium channel KCNH2 (Homo sapiens), Q12809; hit rate 0.37% among 340,000; activity change, % at 1.84 µM; U2OS, BacMam KCNH2, thallium flux FluxOr; hits give low values;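 active = maximum activity change below -70%; inconclusive = maximum activity change between -70% and -50%; inactive = maximum activity change above -50%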; note: % is set by controls: 0 for no effect and ±100 for the full control effect
#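 U2OS cells transduced with wild-type KCNH2 virus are loaded with FluxOr dye for 45 min, and thallium flux is measured in kinetic reads before and after stimulation buffer. Rate constants are normalized to DMSO controls.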
# GALK inhibitor = qHTS Assay for Inhibitors of Human Galactokinase (GALK); hit rate 0.007% among 270,000; Potency, µM (doses to about 57.5 µM), without a hit: at the highest dose activity change, negative = inhibition, actives largely listed as inhibitors; P51570; AID 1868, 2009; Purified GALK, Kinase-Glo residual ATP luminescence; note: potency is the fitted concentration of half-maximal effect; % is set by controls: 0 for no effect and ±100 for the full control effect
#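 Kinase-Glo Plus luminescence measured ATP left after a 1 h room-temperature reaction. The reaction used 5 nM GALK, 100 uM galactose and 35 uM ATP at pH 8.0 (20 mM HEPES, 5 mM MgCl2, 60 mM NaCl, 1 mM DTT, 0.01% BSA).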
# TSHR antagonist = Antagonists of the Thyroid Stimulating Hormone Receptor: HTS campaign | Thyrotropin receptor (Homo sapiens), P16473 | TSHR-expressing cells, TSH-stimulated cAMP HTRF, 2 h; hits give low values | activity change, negative = inhibition, % at 11.5 µM | hit rate 0.2% among 330,000;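 active = activity change below a set negative limit, meaning inhibition stronger than a set level, cut at about -70% in these data; inconclusive = activity change between two set negative limits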; note: % is set by controls: 0 for no effect and ±100 for the full control effect
# Target sequence (P16473 whole entry, looked up): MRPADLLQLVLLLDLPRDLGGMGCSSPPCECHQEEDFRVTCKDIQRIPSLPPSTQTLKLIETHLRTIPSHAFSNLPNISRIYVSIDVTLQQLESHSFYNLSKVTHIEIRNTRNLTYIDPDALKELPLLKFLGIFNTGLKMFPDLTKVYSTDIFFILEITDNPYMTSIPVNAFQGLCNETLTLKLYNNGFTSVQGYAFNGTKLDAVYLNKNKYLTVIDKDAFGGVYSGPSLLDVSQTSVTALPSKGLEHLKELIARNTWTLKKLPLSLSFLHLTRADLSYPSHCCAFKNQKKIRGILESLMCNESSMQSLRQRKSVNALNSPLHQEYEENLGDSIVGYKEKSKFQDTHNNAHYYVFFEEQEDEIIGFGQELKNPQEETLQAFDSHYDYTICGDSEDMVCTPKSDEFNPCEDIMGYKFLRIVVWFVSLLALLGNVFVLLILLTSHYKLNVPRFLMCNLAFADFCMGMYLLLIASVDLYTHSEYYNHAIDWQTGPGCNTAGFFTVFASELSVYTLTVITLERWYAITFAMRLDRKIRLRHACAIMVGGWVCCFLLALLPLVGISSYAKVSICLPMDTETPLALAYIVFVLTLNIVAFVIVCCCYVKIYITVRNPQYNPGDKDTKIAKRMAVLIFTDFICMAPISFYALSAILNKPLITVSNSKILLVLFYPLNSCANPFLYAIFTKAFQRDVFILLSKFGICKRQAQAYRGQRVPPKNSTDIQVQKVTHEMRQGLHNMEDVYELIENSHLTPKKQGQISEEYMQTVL
#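 Inhibition of cAMP made by TSHR-expressing cells under TSH stimulation (4nM final, EC80; 2 h, 37 deg C) is quantified with a one-step lysis HTRF kit, anti-cAMP cryptate versus cAMP-d2.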
# The depositor's hits bear a star; ? = inconclusive; nt = not tested or not shown; & = joins results of further samples; [ ] = dose if it differs, or a comment. Unless noted, calls come from the whole dose curve; as a rule, active = well fitted curve in the direction sought with a large enough effect; inconclusive = small, poorly fitted or top-dose-only effect, or another doubt; inactive = no such curve, though single readings can be large; an effect the other way counts as inactive or inconclusive.
SMILES,Giardia killer,BCR signal inh,CXXC DNA block,AT treatment,FBPA coupling cs,TCR act,Tb PFK block,KCNH2 WT inh,GALK inhibitor,TSHR antagonist
COc1cc(C(C(=O)NCC2CCCO2)N(C(=O)Cn2nnc3ccccc32)c2ccc(C(C)=O)cc2)ccc1O (stereo not drawn),14,0%,-3%,-5%,4,1%,0%,-9,1%,17
COC(=O)c1c(NC(=O)CN2CCC3(O)CCCCC3C2c2ccccc2OC)sc(C)c1C (stereo not drawn),-2,-2%,2%,1%,-11,0%[46.1 µM],2%,4,2%,3
CC(=O)Nc1ccc(OCC(O)Cn2c3ccccc3c3ccccc32)cc1 (stereo not drawn),12,-11%,5%,9%,-2,-9%[46.1 µM],0%,1,-6%,9
COC(=O)c1ccc2c(=O)n(-c3ccccc3)c(=S)[nH]c2c1,9,6%,1%,-3%,1,-4%,-5%,8,3%,-12
CCOC(=O)c1c(-c2ccsc2)csc1N,-2,-1%,-12%,8%,-34*,0%,22%,10,1%,8
CC(=O)OC(C)(C)C1Cc2cc3ccc(=O)oc3cc2O1 (stereo not drawn),-9,-4%,11%,-1%,3&2,2%,-2%,-15,3%,2
Cc1cc(C)c(C#N)c(SCCN2CCOCC2)n1,1,2%,-7%,-10%,3,1%,1%,0,6%,10
COc1ccc(C(=O)NNC(=O)CNC(=O)C2CCCCC2)cc1,-15,8%,-6%,3%,-1,18%,5%,-9,-1%,-3
CCc1cc2c(C)cc(C)cc2nc1SCC(=O)Nc1cc(C)on1,2,?,-9%,1%,1,nt,8%,4,-3%,1
CC(C)C[C@@H](C(=O)N[C@@H](C(=O)O)c1ccccc1)N1C(=O)N2CCc3c([nH]c4ccccc34)[C@@]2(C)C1=O,-22,-14%,-7%,4%,3,4%,0%,2,nt,-1
COc1ccc(S(=O)(=O)N(C)C[C@H]2Oc3c(NC(=O)C4CCCCC4)cccc3C(=O)N([C@H](C)CO)C[C@@H]2C)cc1,17,?,nt,-2%,nt,-11%,4%,2,nt,-4
COc1ccc(C(c2c(O)nc[nH]c2=O)c2c(O)nc[nH]c2=O)cc1,-2,?,13%,0%,1,2%,2%,1,0%,-7
COc1ccccc1CNC(=O)CSc1nc(C)cs1,14,-6%,-11%,0%,0,4%,-1%,-3,-4%,-4
O=C(CCCC(=O)N/N=C\c1ccccn1)N/N=C\c1ccccn1,-2,3%,2%,-9%,-1,8%[46.1 µM],-6%,4,1%,14
Cc1ccccc1NC(=O)c1c(O)c2cccc3c2n(c1=O)CCC3,nt,-1%,-11%,8%,-1,nt,-8%,nt,-1%,-6
COCCN(C(=O)C1CCC1)c1nnc(-c2cccnc2)s1,-4,nt,3%,nt,3,3%,nt,-8,2%,nt
N#C/C(=C\c1ccc(Oc2ccc(C(F)(F)F)cc2[N+](=O)[O-])cc1)c1nc2ccccc2[nH]1,5,16%,20%,2%,nt,0%,1%,-13,-4%,-71*
Cc1cccc(NC(=O)Cn2c(=O)n(CC3CCCO3)c(=O)c3ccccc32)c1 (stereo not drawn),1,-1%,-4%,-7%,7,0%,-1%,-7,-2%,6
CCC(C)/C(C)=N/NC(=O)c1ccc(COc2ccc(Cl)c(C)c2)cc1 (stereo not drawn),1,-3%,-2%,6%,0,3%[46.1 µM],-4%,0,-1%,-4
O=C(O)c1ccc(N/N=C/c2cccc3cccnc23)cc1,1,?,-5%,-7%,2,-10%,-1%,6,5%,-8
COc1cc(OC)c(NC(=O)c2c(-c3ccccc3)noc2C)cc1Cl,-6,0%,-2%,-3%,4,-12%,1%,-15,-1%,5
CC(C)CC(=O)NC(=S)NCCc1ccccc1,4,15%,-2%,3%,-6,10%,-4%,-3,2%,-7
CSc1nnc(-c2ccc(C(F)(F)F)cn2)o1,-18,9%,-3%,7%,3,-56%,0%,-11,-2%,7
CC(C)=NOc1cc(NC(=O)CCl)cc([N+](=O)[O-])c1,8,?,6%,-4%,-17,-2%[46.1 µM],2%,3,nt,0
O=C(COC(=O)c1ccc(O)cc1O)Nc1cccc2ccccc12,-6,?,nt,-4%,nt,1%,-5%,6,nt,-22

# Nothing new here: six of the compounds above.
SMILES,Giardia killer,BCR signal inh,CXXC DNA block,AT treatment,FBPA coupling cs,TCR act,Tb PFK block,KCNH2 WT inh,GALK inhibitor,TSHR antagonist
COc1cc(C(C(=O)NCC2CCCO2)N(C(=O)Cn2nnc3ccccc32)c2ccc(C(C)=O)cc2)ccc1O (stereo not drawn),14,0%,-3%,-5%,4,1%,0%,-9,1%,17
COC(=O)c1c(NC(=O)CN2CCC3(O)CCCCC3C2c2ccccc2OC)sc(C)c1C (stereo not drawn),-2,-2%,2%,1%,-11,0%[46.1 µM],2%,4,2%,3
CC(=O)Nc1ccc(OCC(O)Cn2c3ccccc3c3ccccc32)cc1 (stereo not drawn),12,-11%,5%,9%,-2,-9%[46.1 µM],0%,1,-6%,9
COC(=O)c1ccc2c(=O)n(-c3ccccc3)c(=S)[nH]c2c1,9,6%,1%,-3%,1,-4%,-5%,8,3%,-12
CCOC(=O)c1c(-c2ccsc2)csc1N,-2,-1%,-12%,8%,-34*,0%,22%,10,1%,8
CC(=O)OC(C)(C)C1Cc2cc3ccc(=O)oc3cc2O1 (stereo not drawn),-9,-4%,11%,-1%,3&2,2%,-2%,-15,3%,2

# (listing goes on)
SMILES,Giardia killer,BCR signal inh,CXXC DNA block,AT treatment,FBPA coupling cs,TCR act,Tb PFK block,KCNH2 WT inh,GALK inhibitor,TSHR antagonist
Cn1cnnc1SCC(=O)Nc1nc(-c2ccccc2)cs1,-5,15%,3%,-3%,-2,1%,3%,-1,1%,-1
N/C(Cc1ccc(Cl)cc1)=N\OC(=O)c1ccccc1,-4,?,-6%,3%,2,-8%,-9%,-9,-4%,-19
Cc1ccc(NC(=O)c2ccc3c(c2)CCN3S(C)(=O)=O)c(C)c1,1,-2%,-5%,-6%,1,4%,2%,-1,1%,4
CCCCNC(=O)CCc1c(C)nc2nc(-c3cc(OC)cc(OC)c3)nn2c1C,-2,-6%,2%,-2%,5,4%,-5%,1,-1%,-2
Cc1ccc(-c2nn(-c3ccccc3)cc2C(=O)NN2CCN(C)CC2)cc1,-11,-13%,1%,-2%,-12,0%,-3%,-5,9%,1
Cc1ccc(-n2c(SCc3ccc(C(=O)O)cc3)nnc2-c2ccncc2)cc1,2,-7%,0%,5%,13,0%,-12%,-3,-1%,-5
CCOC(=O)c1sc(NC(=O)COC(=O)c2ccco2)nc1C,-13,1%,1%,-3%,6,1%,-10%,-5,8%,4
CCN1CCN(CCOc2ccccc2-c2ccccc2)CC1,-8,-8%,?,7%,-1,-7%,-5%,64,4%,-2
COC(=O)CN(C(=S)Nc1ccc(F)cc1)C1CC(=O)N(c2ccc(OC)cc2)C1=O (stereo not drawn),9,-1%,-2%,-1%,1,nt,0%,14,1%,-6
Cc1nc(/C(N)=N/OC(=O)c2c(-c3ccccc3Cl)noc2C)cs1,-12,0%,3%,-2%,1,0%,1%,12,2%,-6
CCC1CCc2c(sc(NC(=O)CSc3nc(-c4ccco4)cc(C(F)(F)F)n3)c2C#N)C1 (stereo not drawn),?,3%,-4%,5%,0,-2%,-4%,5,1%,6
COCCNC(=O)C(=O)N/N=C(\C)CC(=O)Nc1cccc(C(F)(F)F)c1,-6,2%,-1%,-5%,3,11%,1%,12,11%,-12
CCOc1cc(CNCC(O)c2ccccc2)cc(Cl)c1OC (stereo not drawn),19,-6%,4%,6%,7,-30%,1%,8,2%,5
COc1cccc(NC(=O)C(Cc2ccccc2)n2cccc2)c1 (stereo not drawn),-3,?,1%,-6%,-3,-2%,2%,0,nt,-10
O=C(Oc1ccc(Nc2ncnc3ccccc23)cc1)c1cccnc1,-23,-19%,15%,6%,-5,3%,-5%,nt,-1%,-6

# Quoted at random: two records from the list.
SMILES,Giardia killer,BCR signal inh,CXXC DNA block,AT treatment,FBPA coupling cs,TCR act,Tb PFK block,KCNH2 WT inh,GALK inhibitor,TSHR antagonist
N/C(Cc1ccc(Cl)cc1)=N\OC(=O)c1ccccc1,-4,?,-6%,3%,2,-8%,-9%,-9,-4%,-19
CCOC(=O)c1sc(NC(=O)COC(=O)c2ccco2)nc1C,-13,1%,1%,-3%,6,1%,-10%,-5,8%,4
